DRD3 agonist: activates the human D3 dopamine receptor. P35462. D3R DiscoveRx beta-arrestin cells, luminescence, 90 min. max activation, %. 0.58% of 410,000 active; in the data active = max activation above about 30%; also: 0% is about no effect; mostly tested at two doses, the higher about 12 µM
Target sequence (P35462 whole entry, looked up): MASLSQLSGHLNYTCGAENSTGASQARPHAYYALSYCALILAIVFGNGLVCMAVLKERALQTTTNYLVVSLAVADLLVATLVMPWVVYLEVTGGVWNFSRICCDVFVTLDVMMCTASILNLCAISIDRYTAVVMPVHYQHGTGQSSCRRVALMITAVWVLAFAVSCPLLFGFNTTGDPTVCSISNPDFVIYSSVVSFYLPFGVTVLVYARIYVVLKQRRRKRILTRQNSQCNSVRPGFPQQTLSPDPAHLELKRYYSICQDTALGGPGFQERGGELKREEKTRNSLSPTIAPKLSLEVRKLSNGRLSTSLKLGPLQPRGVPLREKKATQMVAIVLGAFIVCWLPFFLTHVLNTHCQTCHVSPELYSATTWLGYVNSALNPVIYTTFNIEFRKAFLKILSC
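Agonist mode: compounds and dopamine controls were applied to plated cells for 90 min at 37 degrees C after an overnight attachment at 1500 cells/well. Luminescent read-out followed 30 - 60 minutes at room temperature with DiscoveRx detection reagent.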
GLP1R cytotox: cytotoxicity in counter-screen for GLP-1R inverse agonists; HEK293 cAMP-luciferase reporter cells, luminescence, 24 h; Potency, µM (top dose mostly 38.3 µM), without a hit: top-dose activity change, negative = inhibition, most hits filed as inhibitors; 0.13% of 410,000 active; AID 624418;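 also: loss of luciferase light is scored as toxicity; potency is read from the fitted curve at half-maximal effect; % is scaled to controls: 0 for no effect and ±100 for the full control effect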
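MLSMR compounds, 24 hr on cells at 37 deg C/5% CO2; luminescence after luciferase reagent (12 min RT). Inhibition counted as the undesired cytotoxic outcome.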
SW480 rereplic: inducers of DNA re-replication in SW480 colon cancer cells | Potency, µM (titrated, usually from 46.1 µM), for inactives: at the top dose re-replication activation, hits mostly activators | AID 624297 | 1.8% of 340,000 active | SW480 DNA re-replication, Hoechst DNA content imaging, 48 h; also: potency is read from the fitted curve at half-maximal effect; % of control where 0% means no effect; nearly all actives have a fitted effect of over 55% in size
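DNA re-replication was detected as more nuclei of elevated Hoechst intensity after 48 hr exposure to compound (23 nL pinned per well of 250 cells).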
IL1B secr inh: inflammasome signaling inhibition, IL-1 beta readout. THP-1 LPS/ATP IL-1B secretion, AlphaLISA, 16 h; active compounds read low. activity change, % at 57.5 µM. 4.7% of 360,000 active. AID 743279; in the data active = activity change below about -50%; inconclusive = mostly about -30% to -49%; also: % is scaled to controls: 0 for no effect and ±100 for the full control effect
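THP-1 cells pretreated 1 hr with compounds (up to 57.5 uM final), then stimulated with LPS (250 ng/mL final) plus ATP (1.25 mM final); secreted IL-1B measured by AlphaLISA after 16 hr, decreased signal indicating inhibition.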
MCF10A rerep: inducers of DNA re-replication in MCF 10A breast cells. Potency, µM (top dose mostly 46.1 µM), inactives show at the highest dose activity, positive = re-replication, most hits filed as activators. MCF 10A DNA re-replication, Hoechst nuclear intensity, 48 h. 2.9% of 350,000 active; also: potency is read from the fitted curve at half-maximal effect; % of control where 0% means no effect; nearly all actives have a fitted effect of over 50% in size
HT1080 IDH1KD tx: HT-1080 IDH1 knockdown cell toxicity (counter line) | HT-1080 IDH1 knockdown viability, ATP luminescence, 48 h | Potency, µM (top dose mostly 46.1 µM), inactives show top-dose activity, negative = toxicity, most hits filed as cytotoxic | 2% of 360,000 active;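 also: potency is read from the fitted curve at half-maximal effect; 0% = DMSO wells and -100% = cell-free medium wells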
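In this qHTS, HT-1080 cells depleted of IDH1 are exposed for 48 h at 37 °C to compound titrations. Toxicity is scored from CellTiter-Glo luminescence, with DMSO as full viability and medium alone as none.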
HT1080-NT tox: kills 2HG-producing HT-1080-NT fibrosarcoma cells; HT-1080-NT fibrosarcoma viability, CellTiter-Glo ATP luminescence, 48 h; Potency, µM (series often up to 46.1 µM), for inactives: at the highest dose activity, negative = less viability, actives largely listed as cytotoxic; 1.6% of 360,000 active;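 also: NT is the 2HG producing partner of a matched IDH1 knockdown line; potency is read from the fitted curve at half-maximal effect; 0% = DMSO-treated cells and -100% = media-only wells without cells; nearly all actives have a fitted effect of over 55% in size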
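HT-1080-NT fibrosarcoma cells (2HG-overproducing), 750 cells/well in RPMI with 5% FBS, dosed after 2 h and incubated 48 h at 37C. CellTiter-Glo luminescence normalized to DMSO and no-cell wells; concentration-response curves fitted and classed.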
KB-3-1 cytotox: kills parental KB-3-1 adenocarcinoma cells | KB-3-1 viability, CellTiter-Glo ATP luminescence, 72 h | 1.4% of 400,000 active | Potency, µM (doses to about 46.1 µM), without a hit: top-dose activity change, negative = cytotoxic, usual class: cytotoxic | AID 1347075; also: potency is read from the fitted curve at half-maximal effect; % is scaled to controls: 0 for no effect and ±100 for the full control effect; nearly all actives have a fitted effect of over 60% in size
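Parental KB-3-1 adenocarcinoma cells in phenol-red-free DMEM with 10% FBS were pin-treated with compounds at several concentrations, incubated 72 h at 37 °C, and viability read by CellTiter-Glo luminescence; concentration-effect curves were fitted after normalization.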
KB-V1 cytotox: kills drug-selected multidrug resistant KB-V1 cells; Potency, µM (series often up to 46.1 µM), inactives show top-dose activity change, negative = cytotoxicity, most hits filed as cytotoxic; AID 1347076; KB-V1 MDR cells viability, CellTiter-Glo, 72 h; 3.4% of 400,000 active; also: potency is read from the fitted curve at half-maximal effect; % is scaled to controls: 0 for no effect and ±100 for the full control effect; nearly all actives have a fitted effect of over 60% in size
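KB-V1 MDR subline cells in DMEM (phenol-red free, 10% FBS) exposed to compounds in qHTS concentration series for 72 h at 37 degrees C. Viability read by CellTiter-Glo luminescence; concentration-effect curves fitted after normalization and correction.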
An asterisk follows results filed as active; ? = inconclusive; · = not tested or not shown; & = joins results of further samples; [ ] = remark or other dose. Unless noted, calls follow the shape of the dose curve; as a rule, active = well fitted curve in the direction sought with a large enough effect; inconclusive = small, poorly fitted or top-dose-only effect, or another doubt; inactive = no such curve, though single readings can be large; an effect the other way counts as inactive or inconclusive.

Sample of the layout:
1	O=C(NCc1nnnn1-c1ccc(F)cc1)c1ccc([N+](=O)[O-])o1
2	COc1ccc(NC(=O)C(=S)NC2CCCCC2)cc1
3	COc1ccc(CNC(=O)CN2C(=O)NC(C)(c3ccc(Cl)cc3)C2=O)cc1 (stereo not drawn)
4	O=c1[nH]c(=S)[nH]c2c1C(c1cccc(C(F)(F)F)c1)OC(CCc1ccccc1)C2 (stereo not drawn)
5	CCC1CCCCN1C(=O)c1cc(COc2ccc3ncccc3c2)on1 (stereo not drawn)

compound no.	1	2	3	4	5
DRD3 agonist	10	-10	-1	-6	6
GLP1R cytotox	-26%	5%[0.307 µM]	3%	-17%	-7%
SW480 rereplic	?	-10%	-25%	·	-14%
IL1B secr inh	-97*	-2	-4	4	-19
MCF10A rerep	?	13%	-30%	·	0%
HT1080 IDH1KD tx	12µM*	-15%	3%	?	?
HT1080-NT tox	?	-22%	7%	?	-22%
KB-3-1 cytotox	18µM*	-1%	0%	-19%	4.1µM*
KB-V1 cytotox	?	-16%	11%	-1%	1.6µM*

This part in full, from the first entry:
1	O=C(NCc1nnnn1-c1ccc(F)cc1)c1ccc([N+](=O)[O-])o1
2	COc1ccc(NC(=O)C(=S)NC2CCCCC2)cc1
3	COc1ccc(CNC(=O)CN2C(=O)NC(C)(c3ccc(Cl)cc3)C2=O)cc1 (stereo not drawn)
4	O=c1[nH]c(=S)[nH]c2c1C(c1cccc(C(F)(F)F)c1)OC(CCc1ccccc1)C2 (stereo not drawn)
5	CCC1CCCCN1C(=O)c1cc(COc2ccc3ncccc3c2)on1 (stereo not drawn)
6	CCN(CC)CCSc1nnc2c3ccccc3n(CCc3ccccc3)c2n1
7	Cc1cc(-c2cccc(Br)c2)c(C#N)c(N)n1
8	Cc1ccc(N(C(=O)CCC(=O)Nc2ccccn2)C(C(=O)NC(C)C)c2ccc(F)cc2)cc1 (stereo not drawn)
9	CN(Cc1ccc(F)cc1)C(=O)CNC(=O)C1CCCCC1
10	CCCc1nc(-c2ccc(-c3ccc(F)cc3)cc2)no1

compound no.	1	2	3	4	5	6	7	8	9	10
DRD3 agonist	10	-10	-1	-6	6	-2	-3	9	2	2
GLP1R cytotox	-26%	5%[0.307 µM]	3%	-17%	-7%	7%	13%	-4%	-13%	-7%
SW480 rereplic	?	-10%	-25%	·	-14%	-2%	-57%[inhibitor]	-8%	-3%	-4%
IL1B secr inh	-97*	-2	-4	4	-19	?	13	6	26	24
MCF10A rerep	?	13%	-30%	·	0%	14%	9%[9.22 µM]	-4%	-16%	-1%
HT1080 IDH1KD tx	12µM*	-15%	3%	?	?	-18%	-2%	1%	15%	6%
HT1080-NT tox	?	-22%	7%	?	-22%	-21%	-4%	-6%	10%	12%
KB-3-1 cytotox	18µM*	-1%	0%	-19%	4.1µM*	0%	-3%	-6%	-9%	0%
KB-V1 cytotox	?	-16%	11%	-1%	1.6µM*	5%	-19%	?	7%	21µM*

11	CN(C)Cc1n[nH]c(=O)c2ccccc12
12	CCOC(=O)c1[nH]c(C)c(C(=O)Nc2ccc(C)c(C)c2)c1C
13	CCOC(=O)N1CCN(C(=S)Nc2cc(OC)c(OC)cc2C(=O)OC)CC1
14	COc1ccc(CN(C)C(=O)c2cccc(S(=O)(=O)NCc3ccccc3)c2)cc1F
15	CN=c1scc(C)n1/N=C/c1cc(Br)c(O)c(Br)c1
16	Cn1cnc([N+](=O)[O-])c1Oc1ccc2ccccc2c1
17	N=C1C(c2nc3ccccc3s2)=C(O)CN1NC(=O)c1ccco1
18	Oc1cccc(Nc2nc(N3CCOCC3)nc(N3CCOCC3)n2)c1
19	CCC(=O)Nc1cc(-c2cccc(C)c2)nn1-c1ccccc1
20	COc1ccccc1CN1C(=NC(=O)C2CCCCC2)SC2CS(=O)(=O)CC21 (stereo not drawn)

compound no.	11	12	13	14	15	16	17	18	19	20
DRD3 agonist	-2	-2	-12	-7	4	-6	8	1	-9	-4
GLP1R cytotox	-2%	-11%	1%	5%	-9%	6%	7%	7%	0%	3%
SW480 rereplic	1%	?	-1%	·	-2%	6.5µM*	-5%	?	·	0%
IL1B secr inh	-4	-5	23	9	32	-103*	22	-22	·	-17
MCF10A rerep	2%	22%	-5%	·	?	4.1µM*	18%	23µM*	·	1%
HT1080 IDH1KD tx	0%	-26%	5%	3%	-10%	?	10%	?	·	2%
HT1080-NT tox	-5%	-14%	14%	4%	-13%	-18%	-8%	-12%	·	2%
KB-3-1 cytotox	-4%	?	0%	-7%	3%	?	8%	?	-1%	1%
KB-V1 cytotox	3%	?	4%	29%	-5%	?	-2%	-29%	1%	6%

21	O=C(CNc1cccc([N+](=O)[O-])c1)NCCCc1ccccc1
22	CCN1CCN(c2cc(N3CCc4ccccc4C3)c(F)cc2[N+](=O)[O-])CC1
23	Cc1ccc(C(=O)N2CCCC(N3CCN(c4ccccc4C)CC3)C2)c(=O)[nH]1 (stereo not drawn)
24	CCN(Cc1ccccc1)S(=O)(=O)c1c[nH]c(C(=O)OC)c1
25	CSc1ncc(C(=O)N2CCN(c3cc(Cl)ccc3C)CC2)c(C)n1
26	CCOC(=O)C[C@H]1c2cc(F)ccc2S(=O)(=O)N1C1CCCCC1
27	COc1ccccc1C(=O)Nc1ccc(C2=NNC(=O)CC2C)cc1 (stereo not drawn)
28	Cc1ccc(CNC(=O)Cn2nnc(C(=O)Nc3cc(C)ccc3C)c2N)cc1
29	CCc1ccc(Nc2n[n+](-c3ccccc3)c(-c3cc(OC)c(OC)cc3Br)s2)cc1
30	O=C(CSc1nnnn1-c1cccc2c1CCCC2)N1CCCC1

compound no.	21	22	23	24	25	26	27	28	29	30
DRD3 agonist	-12	-29	9	-1	-5	-2	-2	5	-9	-2
GLP1R cytotox	-9%	?	-5%	1%	6%	-17%	-8%	-5%	-7%	-11%
SW480 rereplic	-5%	?	-7%	-3%	·	-5%	161%	-1%	-10%	-4%
IL1B secr inh	-96*	-104*	-7	8	·	36	-25	47	-18	24
MCF10A rerep	-3%	?	-13%	0%	·	1%	2%	7%	-2%	15%
HT1080 IDH1KD tx	-5%	-11%	-1%	-2%	·	-2%	2%	?	-7%	9%
HT1080-NT tox	-6%	-9%	4%	8%	·	0%	16%	?	-16%	2%
KB-3-1 cytotox	-3%	0%	3%	1%	6%	-1%&-5%	2%	-10%	0%	?
KB-V1 cytotox	-7%	?	8%	6%	-16%	?	4%	-12%	7%	-31%

31	COc1ccc(C(=N/O)/C(=N/O)c2ccc(OC)cc2)cc1
32	Cc1ccc(C2=NOC3(CC(=O)N(c4ccccc4)C3=O)C2)cc1 (stereo not drawn)
33	O=S(=O)(c1cccc(C(F)(F)F)c1)N1c2ccccc2-n2cccc2C1c1cccnc1 (stereo not drawn)
34	CC(=O)c1ccc(NC(=O)CC(C)S(=O)(=O)c2ccc3c(c2)CCN3C(C)=O)cc1 (stereo not drawn)
35	CC(O)(c1cccc(F)c1)c1nc(/C=C/c2ccccc2)cs1 (stereo not drawn)
36	Cc1ccc2c(c1)N(C(=O)CCC(=O)NCc1cccnc1)CC(C)O2 (stereo not drawn)
37	CC(C)Cc1ccc(C(C)C(=O)Nc2cccnc2)cc1 (stereo not drawn)
38	COc1ccc2[nH]c3c(c2c1)CCN1C(=O)N([C@@H](C)C(=O)NCc2ccccc2)C(=O)[C@]31C
39	CC(C)(C)NC(=O)N1CCN(c2nc3ccc(Cl)cc3s2)CC1
40	COc1ccc(NC2=NCC(=O)N2c2ccccc2F)cc1

compound no.	31	32	33	34	35	36	37	38	39	40
DRD3 agonist	3	0	4	4	-18	0	6	-8	2	2
GLP1R cytotox	-2%	4%	-13%	-3%	3%	-9%	-18%	3%	0%	-20%
SW480 rereplic	-1%	?	·	-10%	·	1%	21%	3%	-1%	-2%
IL1B secr inh	-13	-6	42	12	-4	13	46	-4	-12	33
MCF10A rerep	-2%	9%	·	2%	·	1%	21%	-3%	8%	13%
HT1080 IDH1KD tx	-28%	2%	?	-1%	?	-8%	?	-8%	?	2%
HT1080-NT tox	?	5%	?	2%	-73%	10%	?	-1%	-19%	7%
KB-3-1 cytotox	-6%	-1%	-3%	-1%	0%	2%	?	0%	-26%	16%
KB-V1 cytotox	-5%	1%	?	0%	-1%	-3%	0%	0%	?	11%

41	CC1=CC=CN2C1=NC(=O)CC2(C)C(=O)N(CC(=O)NC1CCCC1)Cc1ccccc1 (stereo not drawn)
42	CC1CN(S(=O)(=O)c2cccc(C(=O)Nc3ccc(S(=O)(=O)Nc4ncccn4)cc3)c2)CC(C)O1 (stereo not drawn)
43	CCCC(c1nnnn1C1CCCCC1)N1CCN(C(=O)c2ccco2)CC1 (stereo not drawn)
44	CC(=O)N(C(C)=O)c1ccc2nc(C)[nH]c(=O)c2c1

compound no.	41	42	43	44
DRD3 agonist	-13	-10	1	1
GLP1R cytotox	11%	11%	11%	-16%
SW480 rereplic	-3%	-8%	-6%	-5%
IL1B secr inh	0	3	13	9
MCF10A rerep	-2%	5%	?	-1%
HT1080 IDH1KD tx	11%	13%	4%	0%
HT1080-NT tox	18%	23%	0%	12%
KB-3-1 cytotox	5%	1%	2%	6%
KB-V1 cytotox	3%	?	?	0%
